esBAF inh: blocks esBAF chromatin remodeling in mouse ES cells. Bmi1-luciferase knock-in reporter, 24 h; 100% = twice the neutral-well signal. reporter increase, % at 12.5 µM. 350,000 compounds, 2% hits; in the data active = activation above about 40%;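 note: 0% = median of the plate's neutral control wells and 100% = double that signal; a rise in the Bmi1 reporter signal indicates esBAF inhibition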
SIRT5 inh: inhibitors of human sirtuin-5 desuccinylase. Q9NXA8. Purified SirT5, succinyl-peptide AMC, trypsin-coupled fluorescence. inhibition, % at 15 µM. 330,000 compounds, 1.1% hits. AID 652115; in the data active = inhibition above about 15%
Target sequence (Q9NXA8 whole entry, looked up): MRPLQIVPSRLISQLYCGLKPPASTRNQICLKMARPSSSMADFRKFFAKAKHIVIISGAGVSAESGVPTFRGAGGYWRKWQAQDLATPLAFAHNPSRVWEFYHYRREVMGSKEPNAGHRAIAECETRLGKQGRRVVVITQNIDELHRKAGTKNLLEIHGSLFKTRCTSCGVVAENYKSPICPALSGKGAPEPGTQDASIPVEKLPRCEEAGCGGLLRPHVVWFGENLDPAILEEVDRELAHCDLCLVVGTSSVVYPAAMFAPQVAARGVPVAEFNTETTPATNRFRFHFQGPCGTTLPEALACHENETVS
Statin myotox sup: suppressors of simvastatin-induced myotoxicity in C2C12 myotubes; ATP luminescence, 48 h; scaled: DMSO 0, geranylgeraniol control 100; rescue of ATP level, % at 7.49 µM; 330,000 compounds, 0.78% hits; AID 602340;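 active = mean ATP rescue above about 67%, or every replicate alone reaching that limit, limit read from the data, passing the limit was not always enough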;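 note: myotubes were challenged with 10 µM simvastatin during compound exposure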
ERp5 inh: blocks human ERp5 reductase activity on insulin; inhibition, % at 9.99 µM; ERp5 insulin aggregation, absorbance 650 nm, 90 min; AID 651711; Q15084; 350,000 compounds, 0.05% hits;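 active = mean replicate inhibition above about 25%, with every replicate also reaching it, limit read from the data, passing the limit was not always enough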
Target sequence (Q15084 whole entry, looked up): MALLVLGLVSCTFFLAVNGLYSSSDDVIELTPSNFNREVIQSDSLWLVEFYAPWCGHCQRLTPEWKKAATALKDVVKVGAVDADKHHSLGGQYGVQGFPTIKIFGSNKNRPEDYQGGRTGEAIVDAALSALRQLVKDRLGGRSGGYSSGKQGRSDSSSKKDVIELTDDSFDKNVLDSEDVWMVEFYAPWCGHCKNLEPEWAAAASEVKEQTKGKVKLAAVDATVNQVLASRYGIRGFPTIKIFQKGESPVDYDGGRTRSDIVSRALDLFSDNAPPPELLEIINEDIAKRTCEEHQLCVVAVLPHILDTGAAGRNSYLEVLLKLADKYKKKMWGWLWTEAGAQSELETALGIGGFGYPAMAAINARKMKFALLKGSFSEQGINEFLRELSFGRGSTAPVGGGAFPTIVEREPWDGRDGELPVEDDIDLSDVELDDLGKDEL
Cneo AK release: causes C. neoformans cell lysis; adenylate kinase release luminescence, 4 h; normalised: neutral wells 0, clomiphene wells 100; lysis activity, % at 15 µM; 360,000 compounds, 0.2% hits;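 active = mean lysis activity across replicates of at least 80%, whatever share of replicates individually reach that level; inactive = mean lysis activity below 80%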
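Assay system: log-phase C. neoformans yeast / Quantity: yeast cell density of 5 × 10^6 cells/mL / Medium: fresh YPD growth medium / Compound: single dose / Timing: static 4 h at 37 °C with compound, 1 h detection / Measured by: adenylate kinase release luminescence / Read-out: lysis from increased AK signal / Benchmarks: Clomiphene as positive lysis control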
ARNT-TACC3 inh: disrupts binding between human ARNT and TACC3 | Q9Y6A5 | 390,000 compounds, 0.66% hits | AID 623870 | inhibition, % at 9.99 µM | AlphaScreen His-ARNT PAS-B/GST-TACC3 binding, luminescence; TACC3 fragment carries E629A point mutation;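 active = mean inhibition of replicates at least 50% and at least half of replicates each reaching 50%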;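 note: 0% = complete ARNT plus TACC3 wells and 100% = ARNT alone without TACC3; many hits fall short of the cut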
miR122 inh: miR-122 inhibition in Huh7 cells | Huh7 miR-122 Renilla luciferase sensor, 48 h; neutral wells = 0, positive control = 100 | activation (reporter increase), % at 12.5 µM | 340,000 compounds, 0.3% hits | AID 602342;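 active = mean replicate activation score at least 90 and every replicate individually at or above 90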;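 note: higher luciferase means less miR-122 activity so hits act as miR-122 inhibitors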
Starred values were filed as active, the others as inactive; · = no result given; [ ] = remark or other dose.

[1] CCCCOC(=O)/C(=C/c1cn(C)c2ccccc12)NC(=O)c1ccc(OC)cc1
[2] CN(C)C(=O)[C@H]1[C@H](CO)[C@H]2Cn3c(ccc(C4=CCCC4)c3=O)[C@@H]1N2CC1CCCCC1
[3] COc1cc(C(=O)Nc2ccc3nc4n(c(=O)c3c2)CCCC4)ccc1Br
[4] CC(=O)N1CCN(CCS(=O)(=O)c2ccc(Br)cc2)CC1
[5] C[C@H]1CN([C@@H](C)CO)S(=O)(=O)c2ccc(C#CCN(C)C)cc2O[C@H]1CN(C)S(=O)(=O)c1cccc(F)c1
[6] COc1cccc2sc(=NC(=O)CCS(=O)(=O)c3ccc(C)cc3)n(C)c12
[7] CCOc1cc(/C=N/O)ccc1OS(=O)(=O)c1ccc(C)cc1
[8] COc1cccc(/C=C(\C(=O)O)c2ccccc2)c1
[9] C/C=C/c1cnc2c(c1)C(=O)N([C@@H](C)CO)C[C@H](C)[C@@H](CN(C)C(=O)Nc1ccc(OC)cc1)O2
[10] COC(=O)Cc1ccc(NC(=S)NNC(=O)C2CC2)cc1
entry no.	1	2	3	4	5	6	7	8	9	10
esBAF inh	·	3	4	-6	-5	-1	6	5	-1	-5
SIRT5 inh	-3	-1	10	-3	-2	1	·	-2	3	0
Statin myotox sup	·	-16	-14	-16	-15	3	20	-1	5	-1
ERp5 inh	-3	1	0	0	-3	6	·	10	-5	2
Cneo AK release	3	2	0	-4	-8	-2	-3	·	-1	-8
ARNT-TACC3 inh	-2	-14	30	1	·	0	4	3	-9	-3
miR122 inh	11	3[16.7 µM]	·	-6	8[16.7 µM]	-6	-2	-3	-5[16.7 µM]	-4

[11] COC(=O)[C@@H](Cc1ccccc1)NC(=O)Cn1cc(C)c(=O)[nH]c1=O
[12] OC(COc1ccc(CNCCc2ccc(C(F)(F)F)cc2)cc1)CN1CCCCC1 (stereo not drawn)
[13] CCc1ccc(NC(=O)Nc2cccc(OC)c2)cc1
[14] CCc1ccccc1N(CC(=O)NCc1ccc(OC)cc1)C(=O)CCC(=O)Nc1ccccn1
[15] C[C@@H]1CN([C@@H](C)CO)C(=O)c2cccc(NS(C)(=O)=O)c2O[C@H]1CN(C)S(=O)(=O)c1cn(C)cn1
[16] CN(C)CCCN(C(=O)COc1ccccc1)c1nc2c(F)cccc2s1
[17] C=CCSc1nnc(Cn2c(=O)sc3ccccc32)n1C
[18] COc1ccc(NC(=S)NN2CCN(C)CC2)cc1
[19] Cc1noc(C)c1NC(=O)Nc1ccc2c(c1)C(=O)N([C@@H](C)CO)C[C@H](C)[C@@H](CN(C)Cc1ccncc1)OCCCC[C@@H](C)O2
[20] CC(=O)Nc1ccc(NC(=O)C2CC(=O)N(c3cccc(C)c3C)C2)cc1 (stereo not drawn)
entry no.	11	12	13	14	15	16	17	18	19	20
esBAF inh	-3	·	62*	-2	-10	7	-4	0	-7	-4
SIRT5 inh	0	0	-2	-2	13	-7	-2	·	-3	·
Statin myotox sup	-1	·	5	1	-8	5	-2	33	·	9
ERp5 inh	-2	1	3	4	-1	3	0	·	6	·
Cneo AK release	2	·	-12	4	-2	-1	-1	-1	0	-1
ARNT-TACC3 inh	1	12	·	2	-3	2	-6	-4	0	14
miR122 inh	4	·	4	-9	-1[16.7 µM]	0	-3	·	14[16.7 µM]	4

[21] COc1ccc(NC(=O)NC(C)c2ccc3c(c2)OCO3)c(OC)c1 (stereo not drawn)
[22] CCCCCC(=O)Nc1ccc(-c2nnc3n2CCCCC3)cc1
[23] CCn1c(COc2ccc3c(c2)OCO3)nnc1SCC(=O)c1ccccc1
[24] COc1cc(C)ccc1OCC(=O)OCC(=O)NCC1CCCCC1
[25] Cc1cc(NC(=O)CCC(=O)N(CC(=O)NCC2CCCO2)c2ccc(Cl)c(Cl)c2)no1 (stereo not drawn)
[26] CCOC(=O)CSc1nnc(CNc2ccc(F)cc2)o1
[27] CC1=CCC(C(=O)O)C(C(=O)Nc2nc3ccc(S(C)(=O)=O)cc3s2)C1 (stereo not drawn)
[28] CC1CCN(C(=O)C2CCN(c3nnc(-n4cccc4)s3)CC2)CC1
[29] CCCN1CCN(CCCNC(=O)CN2C(=O)COc3ccccc32)CC1
[30] O=C(C[C@H]1CC[C@H](NC(=O)Nc2cc(F)ccc2F)[C@H](CO)O1)NCc1ccc2c(c1)OCO2
entry no.	21	22	23	24	25	26	27	28	29	30
esBAF inh	-6	-3	3	-11	-1	4	-5	10	-4	10
SIRT5 inh	0	-4	·	0	-1	·	·	-6	-3	1
Statin myotox sup	9	2	·	-4	55	-9	-10	7	0	-7
ERp5 inh	1	-2	·	3	1	·	·	-1	-1	-1
Cneo AK release	5	-1	0	1	0	0	0	4	1	0
ARNT-TACC3 inh	-1	-15	-2	2	5	-11	-16	-2	2	3
miR122 inh	4	-2	-4	-1	-3	40	-1	-5	·	-4[16.7 µM]

Three compounds already listed, arranged by the value under ERp5 inh, descending.
nr | Molecule | esBAF inh | SIRT5 inh | ERp5 inh | ARNT-TACC3 inh | miR122 inh
24 | COc1cc(C)ccc1OCC(=O)OCC(=O)NCC1CCCCC1 | -11 | 0 | 3 | 2 | -1
28 | CC1CCN(C(=O)C2CCN(c3nnc(-n4cccc4)s3)CC2)CC1 | 10 | -6 | -1 | -2 | -5
22 | CCCCCC(=O)Nc1ccc(-c2nnc3n2CCCCC3)cc1 | -3 | -4 | -2 | -15 | -2

Ordered by formula weight (high to low): three of the compounds above
[25] Cc1cc(NC(=O)CCC(=O)N(CC(=O)NCC2CCCO2)c2ccc(Cl)c(Cl)c2)no1 (stereo not drawn)
[3] COc1cc(C(=O)Nc2ccc3nc4n(c(=O)c3c2)CCCC4)ccc1Br
[22] CCCCCC(=O)Nc1ccc(-c2nnc3n2CCCCC3)cc1
entry no.	25	3	22
esBAF inh	-1	4	-3
SIRT5 inh	-1	10	-4
Statin myotox sup	55	-14	2
ERp5 inh	1	0	-2
Cneo AK release	0	0	-1
ARNT-TACC3 inh	5	30	-15
miR122 inh	-3	·	-2

Continuation:
[31] Cn1cccc1CC(=O)NNC(=O)Nc1ccc(Cl)cc1
[32] COC(=O)c1ccc(N(CC(=O)NC2CCCCC2)C(=O)CNC(=O)c2ccco2)cc1
[33] O=C(COc1ccc(Cl)cc1Cl)Nn1c(=S)[nH]c2ncccc2c1=O
[34] CO[C@H]1O[C@H](CBr)[C@@H](OC(=O)c2ccccc2)[C@H](O)[C@H]1O
[35] CCCC(=O)N1CCC1(C)C(=O)Nc1ccc2c(c1)OCCO2 (stereo not drawn)
[36] CCOc1ccccc1CNC(=O)CCN1C(=O)COc2ccccc21
[37] COC(=O)C[C@@H]1CC[C@@H]2[C@H](COc3ccc(NC(=O)NC(C)C)cc3C(=O)N2C)O1
[38] COc1ccc(OC)c(S(=O)(=O)Nc2c(C)nn(C)c2C)c1
[39] Cc1ccc2cc(CN(Cc3ccco3)C(=O)NC3CCCCC3)c(=O)[nH]c2c1C
[40] COc1cc(OC)c2cc(C(=O)N/N=C/c3cccc(OC)c3O)[nH]c2c1
entry no.	31	32	33	34	35	36	37	38	39	40
esBAF inh	·	0	·	·	3	-7	-3	1	0	·
SIRT5 inh	-3	-25	-2	-1	-1	·	7	-1	-1	0
Statin myotox sup	·	-2	·	·	-9	-17	3	-9	-31	·
ERp5 inh	0	3	0	7	1	·	-5	-6	8	2
Cneo AK release	·	0	7	3	-8	0	-2	-1	1	-1
ARNT-TACC3 inh	-8	·	-5	-5	·	2	-3	-6	2	20
miR122 inh	·	·	-4	·	·	3	8[16.7 µM]	22	·	11

[41] CCOC(=O)c1[nH]c(C)c(C(=O)NCCN2CCOCC2)c1C
[42] COc1ccc(C(=O)N2C[C@H]3[C@@H](c4ccccc42)[C@H](CO)N3C(=O)c2cccc(F)c2)cc1
[43] CSc1ccc(NC(=O)C2(C)CCN2C(=O)c2sccc2C)cc1 (stereo not drawn)
[44] O=C(NCC1CCCCC1)c1cc(-c2cc(F)ccc2OCC2CCCO2)n[nH]1 (stereo not drawn)
[45] FC(F)(F)c1nnc2ccc(N3CCCCC3)nn12
[46] COc1cccc(C(=O)NC2CCCN(C3Cc4ccccc4C3)C2)c1OC (stereo not drawn)
[47] S=C(Nc1ccccn1)NC1CCCCC1
[48] O=C(CSc1nnc(CNC(=O)c2ccc(F)cc2)o1)Nc1nccs1
[49] Cc1[nH]c(C)c(S(=O)(=O)N2CCC(C)CC2)c1C(=O)N1CCCC1
[50] Cc1ccc(S(=O)(=O)N2CCC(C(=O)NCCCN3CCCCCC3)CC2)cc1
entry no.	41	42	43	44	45	46	47	48	49	50
esBAF inh	0	0	-2	1	·	-3	·	-2	-3	3
SIRT5 inh	·	-4	2	-1	0	-2	-4	3	1	·
Statin myotox sup	4	-3	-3	-5	·	21	·	-11	6	0
ERp5 inh	0	3	0	0	1	0	-16	-5	3	·
Cneo AK release	2	-6	0	-1	0	-5	17	4	-1	0
ARNT-TACC3 inh	-7	5	·	·	·	-1	2	63*	-4	10
miR122 inh	·	5[16.7 µM]	1	3	-6	2	3	3	5	-7

[51] COc1ccc(-c2[nH]n(-c3ccc([N+](=O)[O-])cc3)c(=O)c2C=NCc2ccc(F)cc2)cc1
[52] CCN(CC)C(=O)c1csc(Nc2cccc3ccccc23)n1
[53] Cn1c(N=Nc2ccc(N3CCOCC3)cc2)[n+](C)c2ccccc21
[54] C[C@H]1CN([C@@H](C)CO)C(=O)Cc2cc(NC(=O)Cc3ccccc3)ccc2O[C@@H]1CN(C)S(C)(=O)=O
[55] CNc1nc(C23CC4CC(CC(C4)C2)C3)cs1
[56] CCN(C(=O)CSc1ncn[nH]1)c1c(N)n(Cc2ccccc2)c(=O)[nH]c1=O
[57] Cc1ccc(-n2nc3c(=O)n(CCCC(=O)NCc4ccccc4C)nc(C)c3c2C)cc1
[58] CC(C)CNC(=O)c1ccccc1N(Cc1ccccc1)S(C)(=O)=O
[59] CC(C)NC(=O)Nc1ccc2c(c1)C(=O)N(C)[C@@H]1CC[C@H](CC(=O)NC3CCCCC3)O[C@H]1CO2
[60] CC(C(=O)Nc1ccccn1)N1C(=O)C2C3C=CC(C3)C2C1=O (stereo not drawn)
entry no.	51	52	53	54	55	56	57	58	59	60
esBAF inh	-3	6	·	6	·	3	0	-6	2	-19
SIRT5 inh	-2	-4	-2	10	-1	-4	0	-1	·	·
Statin myotox sup	-32	-2	·	6	·	-5	-19	-1	17	2
ERp5 inh	-1	4	-5	-2	-2	2	-2	2	·	·
Cneo AK release	-2	-2	24	-2	·	·	0	1	0	-1
ARNT-TACC3 inh	-15	2	6	3	5	3	·	-43	-2	-2
miR122 inh	3	-2	·	-8[16.7 µM]	·	-3	-11	-5	0[16.7 µM]	-12

[61] Cc1cccc(C)c1OCc1nc2ccccc2[nH]1
[62] Cc1nonc1C1CCCN1Cc1cn[nH]c1-c1ccc(-c2ccccc2)cc1 (stereo not drawn)
[63] CCc1cccc(C)c1NC(=O)CCCC(=O)O
[64] Cc1ccnc(NS(=O)(=O)c2ccc(NC(=O)Cc3ccccc3)cc2)n1
[65] CC(C)(C)c1cc(NS(=O)(=O)c2cccs2)no1
[66] COc1ccc(-c2ccc(CCC(=O)O)n2-c2ccc(O)cc2)cc1
[67] CC(C)NC(=O)COc1cccc2ccccc12
[68] CCOc1cc(C)c(C(C)C)cc1S(=O)(=O)N1CC(C)OC(C)C1 (stereo not drawn)
[69] COc1cccc(/C=N/NC(=O)CNC(=O)CCc2ccccc2)c1O
[70] COc1ccc(C2CC(=O)C=C(O)C2)cc1 (stereo not drawn)
[71] O=C(Cc1ccc(S(=O)(=O)N2CCOCC2)s1)N(Cc1ccccc1)c1ccccc1
[72] CCOC(=O)c1ccc(NC(=O)CSc2nc3cccnc3n2C)cc1
entry no.	61	62	63	64	65	66	67	68	69	70	71	72
esBAF inh	·	9	-11	2	-3	2	·	-7	·	·	-13	-45
SIRT5 inh	0	-4	·	·	0	-1	-9	·	-3	-2	2	·
Statin myotox sup	·	-35	3	-6	5	-3	·	8	·	·	-8	-8
ERp5 inh	-2	1	·	·	-3	-1	-6	·	1	0	6	·
Cneo AK release	·	·	-2	-1	-5	-2	·	-1	·	·	0	-1
ARNT-TACC3 inh	-10	13	·	-5	12	4	3	-3	-1	0	1	-5
miR122 inh	·	-8	-4	-3	1	-5	·	51	·	·	-2	-4

Screening data (PubChem)
